# Akt phos inh = HTS Assay for Inhibitors of Akt Phophorylation: Primary Screen; hit rate 0.32% among 360,000; Neuro2A IGF-stimulated pAkt S473 HTRF, 20 min; active compounds read low; AID 651550, 2012; activity change, % for hits at 50 µM; in the data active = activity change below about -80%; inconclusive = mostly about -51% to -80%; note: % is set by controls: 0 for no effect and ±100 for the full control effect
#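 Single-point screen (50 µM final compound) in Neuro2A cells stimulated 20 min with 6 nM IGF at 37 deg C. After lysis, Ser473-phosphorylated Akt read by HTRF (ex 330 nm, em 615/665 nm) as the 665/615 ratio.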
# TGFb inhibitor = qHTS for Inhibitors of TGF-b | Potency, µM (top dose mostly 46.1 µM), for the others: at the highest dose activity, negative = inhibition, actives largely listed as inhibitors | HepG2 CAGA-GFP TGF-b/SMAD3 reporter, GFP fluorescence, 18 h; TGF-beta stimulated, 500 pg/mL final | hit rate 1.2% among 410,000 | AID 588855, 2011; note: potency is the fitted concentration of half-maximal effect; % is set by controls: 0 for no effect and ±100 for the full control effect; nearly all actives have a fitted effect of over 65% in size
#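 TGF-beta reporter screen: HEPG2 CAGA-GFP, 1% FBS, 500 pg/mL TGF-beta final, 18 h; per-cell GFP summed per well; curves fitted and categorized by class.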
# EPAC2 antagonist = qHTS for Antagonist of cAMP-regulated guanine nucleotide exchange factor 2 (EPAC2): primary screen | Rap guanine nucleotide exchange factor 4 (Homo sapiens), Q8WZA2 | Potency, µM (highest dose often 114 µM), for inactives: top-dose activity, negative = inhibition, hits mostly inhibitors | hit rate 0.18% among 360,000 | EPAC2 GEF exchange of Rap1B-BODIPY-GDP, fluorescence; note: potency is the fitted concentration of half-maximal effect; % is set by controls: 0 for no effect and ±100 for the full control effect; nearly all actives have a fitted effect of over 45% in size; many of its hits are not listed in these tables
# Target sequence (Q8WZA2 whole entry, looked up): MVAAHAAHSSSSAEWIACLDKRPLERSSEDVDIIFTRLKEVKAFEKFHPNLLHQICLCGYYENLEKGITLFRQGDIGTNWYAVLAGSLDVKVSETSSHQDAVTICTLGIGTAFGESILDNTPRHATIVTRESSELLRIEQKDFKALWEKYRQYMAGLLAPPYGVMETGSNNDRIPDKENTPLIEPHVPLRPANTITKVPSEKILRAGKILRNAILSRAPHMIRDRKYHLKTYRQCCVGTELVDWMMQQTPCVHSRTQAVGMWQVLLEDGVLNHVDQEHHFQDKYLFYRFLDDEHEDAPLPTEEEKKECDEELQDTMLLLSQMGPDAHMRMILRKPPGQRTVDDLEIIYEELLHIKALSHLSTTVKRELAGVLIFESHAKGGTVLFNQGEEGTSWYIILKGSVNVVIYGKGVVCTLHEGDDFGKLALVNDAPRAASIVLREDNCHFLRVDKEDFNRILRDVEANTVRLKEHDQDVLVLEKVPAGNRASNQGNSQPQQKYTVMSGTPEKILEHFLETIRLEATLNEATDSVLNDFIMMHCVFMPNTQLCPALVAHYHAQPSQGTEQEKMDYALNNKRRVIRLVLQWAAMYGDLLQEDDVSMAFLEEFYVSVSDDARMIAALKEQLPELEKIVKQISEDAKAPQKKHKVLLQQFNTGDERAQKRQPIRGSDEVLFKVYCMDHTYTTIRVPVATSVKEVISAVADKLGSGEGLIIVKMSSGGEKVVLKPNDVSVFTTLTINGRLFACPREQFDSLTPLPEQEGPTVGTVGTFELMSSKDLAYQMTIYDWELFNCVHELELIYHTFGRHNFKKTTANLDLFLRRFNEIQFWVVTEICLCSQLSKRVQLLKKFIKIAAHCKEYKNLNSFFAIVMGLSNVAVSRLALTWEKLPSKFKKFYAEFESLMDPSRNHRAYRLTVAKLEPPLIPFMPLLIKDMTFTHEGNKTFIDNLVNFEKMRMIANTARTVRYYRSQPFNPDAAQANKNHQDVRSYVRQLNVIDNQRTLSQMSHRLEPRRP
# CCT modulator = High-Throughput Screening for Modulators of Cytosolic Chaperonin Activity; activity change, % (test concentration not listed), hits read low; purified chaperonin ATPase assay, HTRF ADP detection, 30 min; hit rate 0.3% among 360,000; in the data active = activity change below about -30%; note: % is set by controls: 0 for no effect and ±100 for the full control effect
#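 Enzyme 40 or 20 nM (batch-dependent) in Tris pH 7.4/KCl/MgCl2/DTT; cpd 76 uM single point; ATP 10 uM; 30 min 37 °C; Transcreener ADP HTRF detection, 30 min RT; ratio 665/615.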
# Mm-Cpn inhibitor = Inhibitors of TCP-1 ring complex (TRiC) of Methanococcus maripaludis (MmCpn): qHTS; Chaperonin Mm-Cpn (Methanococcus maripaludis); purified Mm-Cpn ATPase, ADP Transcreener TR-FRET; Potency, µM (series often up to 76.9 µM), inactives show at the top dose activity, negative = inhibition, most hits filed as inhibitors; hit rate 0.031% among 330,000; AID 504842, 2011; note: potency is the fitted concentration of half-maximal effect; % is set by controls: 0 for no effect and ±100 for the full control effect; nearly all actives have a fitted effect of over 80% in size
#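 25 nM Mm-CPN + cpd, 10 min 37°C; + 10 uM ATP, 30 min 37°C; buffer 30 mM Tris pH 7.4, 100 mM KCl, 5 mM MgCl2, 1 mM DTT; Transcreener ADP HTRF detection 30 min RT.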
# A549 viability = Nrf2 qHTS screen for inhibitors: counterscreen for cytotoxicity; A549 ARE-Fluc cells, CellTiter-Fluor viability, 18-24 h; Potency, µM (highest dose often 46 µM), for inactives: at the highest dose activity change, negative = cytotoxicity, most hits filed as inhibitors; hit rate 0.16% among 390,000; AID 504648, 2011; note: potency is the fitted concentration of half-maximal effect; % is set by controls: 0 for no effect and ±100 for the full control effect
#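 A549 ARE_Fluc cells in 5% FBS OPTI-MEM were exposed to compounds in concentration-response for 18-24 h at 37 deg C. Viability was read by CellTiter-Fluor fluorescence (Ex 405/Em 525) after 30 min, before the luciferase read.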
# Nrf2 inh = Nrf2 qHTS screen for inhibitors; A549 ARE-Fluc reporter, luciferase luminescence, 18-24 h; Potency, µM (titrated, usually from 46 µM), for the others: at the top dose activity change, negative = inhibition, usual class: inhibitors; hit rate 2.1% among 360,000; AID 504444, 2011; note: potency is the fitted concentration of half-maximal effect; % is set by controls: 0 for no effect and ±100 for the full control effect; nearly all actives have a fitted effect of over 60% in size
#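 Concentration-response testing used A549 ARE_Fluc cells at 5000 cells/well. Following an 18-24 h compound incubation, viability was read by fluorescence (Ex 405/Em 525) and luciferase output by luminescence.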
# EPAC2 agonist = qHTS for Agonist of cAMP-regulated guanine nucleotide exchange factor 4 (EPAC2): primary screen; EPAC2 activation, biochemical qHTS; response scale: 100% = 6.5 mM cAMP response; Potency, µM (top dose mostly 154 µM), without a hit: top-dose activation, actives largely listed as activators; hit rate 0.079% among 360,000; AID 720711, 2013; note: potency is the fitted concentration of half-maximal effect; nearly all actives have a fitted effect of over 50% in size
#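 Readout is BODIPY fluorescence (480 nm excitation, 540 nm emission), which falls as labeled GDP is exchanged off Rap1B. EPAC2 at 100 nM acted on 250 nM RAP1B-BODIPY-GDP with 50 uM GDP present.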
# Nrf2 activator = qHTS of Nrf2 Activators; Potency, µM (top dose mostly 46.1 µM), inactives show at the highest dose activation, usual class: activators; AID 624171, 2012; hit rate 0.31% among 410,000; AREc32 ARE-luciferase reporter (MCF7-derived line), luminescence, 24 h; note: potency is the fitted concentration of half-maximal effect; % of control where 0% means no effect; nearly all actives have a fitted effect of over 65% in size
#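 AREc32 cells carrying an ARE-driven firefly luciferase, 1000 cells/well in OPTI-MEM with 5% FBS, dosed after overnight attachment and incubated 24 hr at 37 deg C. Steady-Glo luminescence read after 30 min at RT.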
# An asterisk follows results filed as active; i = inactive; ? = inconclusive; . = no result given; & = joins results of further samples; [ ] = remark or other dose. Unless noted, calls come from the whole dose curve; as a rule, active = well fitted curve in the direction sought with a large enough effect; inconclusive = small, poorly fitted or top-dose-only effect, or another doubt; inactive = no such curve, though single readings can be large; an effect the other way counts as inactive or inconclusive. These rows are one share of the data; count on the stated rates, not on these rows.
No.	molecule	Akt phos inh	EPAC2 antagonist	Nrf2 activator	TGFb inhibitor	Nrf2 inh
1	CCOCCn1ccc2c(OCC(=O)Nc3ccccc3OC)cccc2c1=O	i	4%	0.6%	3%	-33%
2	C[C@@H]1CN([C@@H](C)CO)S(=O)(=O)c2ccc(Br)cc2O[C@@H]1CN(C)Cc1ccccn1	i	-10%	-0.7%	-17%	.
3	c1ccc(CCc2nn3c(Cn4cnc5ccccc54)nnc3s2)cc1	i	6%	0.2%	-7%	?
4	c1cnc(Oc2ccc3oc4ccccc4c3c2)nc1	i	5%	6.0%	7%	0%
5	O=C(c1ccc(Cl)c([N+](=O)[O-])c1)N1CCN(Cc2ccc3c(c2)OCO3)CC1	i	-7%	4.5%	?	-1%
6	C=CCC[C@@H](Cc1ccc(F)cc1)C(=O)OC[C@H](C)NC(=O)[C@@H](CC=C)CC(=O)N(CCO)Cc1ccccc1	i	-20%	-0.9%	13µM*	-24%
7	CCOC(=O)c1c(NC(=O)CN2CCN(C(=O)c3ccco3)CC2)sc(C(N)=O)c1C	i	9%	-1.2%	12%	-12%
8	Cc1ccccc1NC(=O)Cn1nnc(C(=O)NCCc2ccccc2)c1N	.	.	-0.4%	-2%	-2%
9	Cc1ccc(CNC(=O)C(=O)NCC2OCCN2C(=O)c2cccs2)cc1 (centres undefined)	i	-6%	1.0%	?	2%
10	C[C@@H]1CN([C@@H](C)CO)C(=O)c2cc(NC(=O)C3CCCCC3)ccc2O[C@@H](C)CCCCO[C@H]1CN(C)S(=O)(=O)c1ccc(Cl)cc1	i	0%	3.4%	-17%	.
11	CCOC(=O)CS(=O)(=O)c1ccc2ccccc2c1	i	11%	-1.0%	-21%	-7%
12	O=C(NC(=S)Nc1ccccc1[N+](=O)[O-])c1ccccc1Cl	i	-6%	8.0%	-6%	?

No.	Mm-Cpn inhibitor	CCT modulator	A549 viability	EPAC2 agonist
1	1%	-1.4	-7%	5%
2	.	-0.2	.	-1%
3	-1%	-4.1	-6%	5%
4	-1%	-1.5	-2%	-3%
5	2%	-2.0	2%	12%
6	0%	1.9	-7%	2%
7	-3%	-0.5	-5%	-2%
8	.	.	-1%	.
9	0%	0.9	0%	-9%
10	.	-0.8	.	1%
11	1%	1.6	-1%	-3%
12	-1%	-1.2	1%	14%

# (list continues)
No.	molecule	Akt phos inh	EPAC2 antagonist	Nrf2 activator	TGFb inhibitor	Nrf2 inh
13	O=C(NCc1nnc(SCC(=O)N2CCCC2)o1)c1ccccc1	i	-2%	-0.1%	7%	0%
14	CCOC(=O)CN1C(=O)C(Sc2n[nH]c(-c3ccc(C)cc3)n2)CCc2ccccc21 (centres undefined)	.	-15%	3.2%	-29%	-11%
15	O=C(Nc1cccc(-n2cnnn2)c1)c1ccccc1Br	i	4%	4.3%	7%	3%
16	COc1cc(OC)cc(-c2n[nH]c(=S)n2-c2ccc3c(c2)OCO3)c1	i	1%	0.6%	10%	11%
17	Cc1ccccc1CN1C(=O)c2ccccc2Sc2ccc(C(=O)NCCN3CCOCC3)cc21	i	-10%	-0.9%	-21%	?
18	CCCCC/C=C/C1=CC(=O)C[C@H](c2ccc(Cl)cc2)C1	i	-20%	9.8%	14%	8%
19	CSc1nn(CCc2ccncc2)c(=S)s1	i	7%	9.7%	?	-4%
20	Cc1cc(C(=O)CN2C(=O)NC3(CCCCCC3)C2=O)c(C)n1C	i	-25%	5.6%	-2%	?
21	CC(C)CN(/C=N/c1sc2c(c1C#N)CCCCC2)CC(C)C	i	0%	0.3%	-29%	0%
22	O=C(O)/C=C/c1ccc(-c2cccc(C(F)(F)F)c2)o1	i	-15%	0.7%	4%	-29%
23	O=C(Nc1ccccc1)P(=O)(O)c1ccccc1	i	8%	0.1%	14%	1%
24	Cc1csc2nc(CNS(=O)(=O)c3ccc(-c4ccccc4)cc3)cn12	i	-5%	-0.9%	-20%	?

No.	Mm-Cpn inhibitor	CCT modulator	A549 viability	EPAC2 agonist
13	0%	-20	-2%	1%
14	1%	-1.6	-8%	-2%
15	0%	-1.1	7%	-4%
16	-30%	1.5	-1%	0%
17	-1%	2.5	2%	1%
18	0%	0.0	2%	3%
19	-4%	-1.9	-5%	3%
20	0%	3.0	7%	-10%
21	-1%	-0.3	9%	3%
22	-1%	-0.1	-1%	11%
23	.	1.5	2%	7%
24	2%	-1.5	-2%	3%

# In a second layout: results already given.
nr | mol | Akt phos inh | EPAC2 antagonist | Nrf2 activator | TGFb inhibitor | Nrf2 inh | Mm-Cpn inhibitor | CCT modulator | A549 viability | EPAC2 agonist
18 | CCCCC/C=C/C1=CC(=O)C[C@H](c2ccc(Cl)cc2)C1 | i | -20% | 9.8% | 14% | 8% | 0% | 0.0 | 2% | 3%
19 | CSc1nn(CCc2ccncc2)c(=S)s1 | i | 7% | 9.7% | ? | -4% | -4% | -1.9 | -5% | 3%
20 | Cc1cc(C(=O)CN2C(=O)NC3(CCCCCC3)C2=O)c(C)n1C | i | -25% | 5.6% | -2% | ? | 0% | 3.0 | 7% | -10%

# Carrying on.
No.	molecule	Akt phos inh	EPAC2 antagonist	Nrf2 activator	TGFb inhibitor	Nrf2 inh
25	COc1cccc(C(=O)NCc2ccc3c(c2)OCO3)c1	i	1%	-0.3%	13%	?
26	CCCN(CC(=O)Nc1cc(Cl)ccc1Cl)C(=O)c1ccc(N2CCCC2=O)cc1	i	-2%	0.4%	-9%	-26%
27	Cc1c(C)n(Cc2ccccc2)c2ccc(C(=O)O)cc12	i	3%	-0.3%	29%	-2%
28	CC1(C)C(=O)C2(CCCCC2)C(=O)OC1c1cccn1-c1ccc([N+](=O)[O-])cc1 (centres undefined)	i	-1%	0.4%	-14%	3%
29	O=C(C1CCN(S(=O)(=O)c2ccc3ccccc3c2)CC1)N1CCN(c2ncccn2)CC1	i	-8%	1.8%	-9%	?
30	Cc1ccc(-n2c(SCC(=O)Nc3cccc(S(N)(=O)=O)c3)nc3ccccc32)cc1	i	-28%	3.2%	?	21µM*
31	COc1ccc(-c2nnc(SCC(=O)N3CCCc4ccccc43)o2)cc1OC	i	19%	-0.2%	0%	15%
32	Cc1nccn1CC(=O)N/N=C/c1ccccc1O	i	-1%	-0.3%	-7%	-9%
33	C/C(=N\Nc1ccc(Cl)c(Cl)c1)c1ccc(-n2ccnc2)cc1	i	6%	1.9%	?	?
34	CC1=C(NCCc2ccccc2)CCC1=O	i	4%	-0.5%	-5%	.
35	CCn1c(=O)c(C(=O)CN2CC(C)OC(C)C2)c(N)n(Cc2ccccc2)c1=O (centres undefined)	i	4%	0.1%	-12%	-4%
36	CC1=C(C/C=C(\C)CCCC(C)CCCC(C)CCCC(C)C)C(=O)c2ccccc2C1=O (centres undefined)	i	16%	5.2%	7%	-7%

No.	Mm-Cpn inhibitor	CCT modulator	A549 viability	EPAC2 agonist
25	?	-1.7	1%	11%
26	0%	-1.0	-5%	-2%
27	.	-2.7	0%	15%
28	0%	-2.7	0%	3%
29	0%	-0.9	-8%	7%
30	0%	1.1	?	6%
31	1%	2.2	2%	4%
32	-2%	-3.0	1%	4%
33	1%	0.5	-2%	4%
34	0%	-3.2	-1%	8%
35	-1%	-3.0	-6%	4%
36	-1%	-2.0	-4%	-15%

# Additional compounds
No.	molecule	Akt phos inh	EPAC2 antagonist	Nrf2 activator	TGFb inhibitor	Nrf2 inh
37	CCCCN(CCCC)CCNC(=O)c1cn(CC)c2ccc(S(=O)(=O)N3CCCC3)cc2c1=O	.	8%	-0.3%	4%	3%
38	CN(c1ccccc1)C(c1ccc(F)cc1)c1nnnn1CC1CCCO1 (centres undefined)	i	-4%	0.0%	0%	-2%
39	CCCCn1c(N)c(N(CC)C(=O)c2cc(CC)c(C)s2)c(=O)[nH]c1=O	i	9%	2.7%	-11%	4%
40	O=C(NCCc1c[nH]c2ccccc12)c1ccc(S(=O)(=O)NCc2ccco2)cc1	i	0%	0.6%	-5%	2%
41	Cc1ccc(-n2c(SCC(=O)Nc3ccc4c(c3)OCO4)nnc2-c2ccccn2)cc1	i	8%	-0.7%	-24%	?
42	Cc1ccc(OCC(=O)NNC(=O)C2CCCO2)c(C)c1 (centres undefined)	i	-8%	-0.9%	-11%	8%
43	c1ccc(-c2nc3ccccc3o2)nc1	i	10%	4.5%	?	?
44	COc1cc(/C=C/C(=O)O)cc(S(=O)(=O)N2CCc3ccccc3C2)c1OC	i	8%	0.0%[9.22 µM]	4%	-2%
45	CC(Oc1ccc2c3c(c(=O)oc2c1)CCC3)C(=O)N[C@@H](Cc1ccccc1)C(=O)O (some centres undefined)	i	4%	0.2%	-1%	4%
46	O=C(O)CSc1nnc(-c2ccccc2)o1	i	0%	-0.9%	4%	-14%
47	CS(=O)(=O)N1CCc2cc(C(=O)N3CCN(c4cccc(Cl)c4)CC3)ccc21	i	-11%	-0.6%&6.0%	?	?

No.	Mm-Cpn inhibitor	CCT modulator	A549 viability	EPAC2 agonist
37	-6%	-82*	-1%	-1%
38	-1%	-2.9	.	16%
39	2%	2.4	-5%	-2%
40	3%	-1.2	-3%	2%
41	2%	-2.9	1%	-7%
42	0%	4.1	0%	-13%
43	-3%	-1.2	-5%	6%
44	-4%	-0.6	-2%	-2%
45	0%	-4.7	11%	1%
46	-2%	-1.3	-1%	11%
47	-2%	0.3	1%&0%	6%
